Screens from PubChem.
Myeloid diff MLP – promotes myeloid progenitor differentiation; ER-HoxA9 myeloid progenitors, lysozyme-GFP differentiation, flow cytometry; calls only at 10 µM; hit rate 1% among 360,000;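 active = normalized GFP-positive differentiation at or above the plate's own cutoff, the solvent-only control mean plus 3 SD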;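 also: cells exposed to compound for four days before flow analysis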
Lipid droplet – hepatic lipid droplet formation modulation; hit rate 0.4% among 240,000; inhibition, % at 6.5 µM; AID 1656; AML12 mouse hepatocytes, oleate lipid droplets, BODIPY imaging;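 active = lipid droplet intensity inhibited by at least 50%, with more than 500 cells counted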
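Assay system: AML12 hepatocytes (mouse); Probe or stimulus: oleic acid at 100 µM to induce lipid droplet formation; Dosing: compound at 6.5 µM only; Schedule: compound with oleate, overnight; Detection: fluorescence imaging, 20x objective, two fields per well; Measure: % inhibition of lipid droplet signal.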
human PMI inhibition – MPI enzyme activity inhibition – biochemical, fluorescence intensity, coupled assay, primary screen (AID 1209). purified PMI enzyme, coupled fluorescence intensity; higher % means a stronger effect. inhibition, % at 20 µM, or IC50 in µM where a hit was titrated. hit rate 0.42% among 190,000; in the data active = inhibition above about 50%;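 also: plate controls were DMSO vehicle for no effect and wells lacking substrate for full effect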
Ins promoter up – MIN6 insulin promoter up-regulation; hit rate 0.3% among 190,000; z-score at 5 µM; MIN6 insulin promoter-GFP reporter, high-content imaging; active compounds read high;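 active = z-score above 3 at 5 µM with at least 500 cells counted in the well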
Dynein cargo inh – blocks dynein driven cargo transport along microtubules; hit rate 0.47% among 220,000; 3617.4 mouse cells, GR-EGFP nuclear translocation imaging; test concentration mostly 20 µM; stimulated with dexamethasone, 1 µM; active compounds read low; z-score, hits read low;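 active = plate z-score of nuclear minus cytoplasmic receptor signal below a set negative limit, without overly bright fluorescence or cell loss, cut at about -3.5 in these data, passing the limit was not always enough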;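 also: z-score of nuclear minus cytoplasmic ring GR-EGFP intensity difference per well; some compounds called inactive have numbers as strong as hits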
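Buffer or medium: tetracycline-free induction medium containing charcoal-stripped FBS / Reagent: dexamethasone agonist, 1.0 µM final, for 30 min / Technique: automated 10x imaging of fixed Hoechst-stained cells / Times: induction 48 h, compound 1 h, agonist 30 min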
MT stabilizer – microtubule stabilizers in HeLa cells; HeLa tubulin immunostaining HCS, 24 h; share of cells brighter than vehicle mean+2SD; % tubulin-high responders, % at 10 µM; hit rate 0.83% among 200,000;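 active = plate Z-score above 3 for both tubulin-high and condensed-nucleus cell shares, with cell loss under 80%, at 10 µM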;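 also: anti alpha tubulin signal scored within the nucleus-defined area of each cell; some results filed as inactive read as strong as hits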
bCat nuc transl – modulators of beta-catenin nuclear translocation; nuclear translocation activity, % at 5 µM; hit rate 0.3% among 190,000; AID 1665; HeLa beta-catenin nuclear translocation, immunofluorescence imaging;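 active = nuclear translocation activity above 50% at 5 µM, with a well cell count of 50 or more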;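 also: per-cell ratio of nuclear to cytoplasmic median beta-catenin stain intensity; plate controls were DMSO negative control for no effect and GSK-3 inhibitor IX positive control for full effect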
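Test system: HeLa cells, endogenous beta-catenin; Compound: single 5 µM dose plus 0.02–20 µM confirmation series; Times: compound exposure 24 h at 37°C; Signal: fluorescence imaging of beta-catenin antibody stain plus DAPI; Read-out: % activation, nuclear-to-cytoplasmic median beta-catenin signal ratio per cell.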
T cell modulator – modulates CD8 T cell binding to vesicles; 2C CD8+ T cell-vesicle binding, flow cytometry; active compounds read low; calls only at 7 µM; hit rate 0.068% among 330,000; AID 2052;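 active = response, share of CD8 T cells binding vesicles, and their 90th percentile fluorescence all below set limits, cut at about 80% in these data, passing the limit was not always enough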
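material = purified 2C TCR transgenic mouse naive CD8+ T cells | controls = Unloaded micro-vesicles (low), QL9 vesicles with 0.7% DMSO (high) | detection = cytometric PE anti-B7-1 and Alexa647 anti-CD8 signals after 1% paraformaldehyde fixation | incubation = binding step 1.5 h, 37 °C, antibody labelling 20 min, ice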
TNAP activation fold – human TNAP enzyme activators, primary screen, biochemical, luminescent, no phosphate acceptor, uHTS (AID 1001). hit rate 0.03% among 200,000. activation fold at 20 µM; hits with a dose series show EC50 in µM. purified TNAP, luminescent activation assay, no phosphate acceptor; higher activation fold means a stronger effect; in the data active = activation fold from about 3, or a potency from the dose series; inactive = the rest, 99 in 100 with activation fold below about 1.6; also: many of its hits are not listed in these tables
Dynein cargo inh cytoplasmic EGFP – recorded beside Dynein cargo inh, whose call it bears; z-score; measured here: cytoplasmic GR-EGFP intensity; active compounds read high
Dynein cargo inh nuclear GR-EGFP – recorded beside Dynein cargo inh, whose call it bears; z-score; measured here: nuclear GR-EGFP intensity;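 lower value marks the stronger effect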
Dynein cargo inh cell count – further read-out of Dynein cargo inh, marked with its call; z-score; measured here: cell count per field
Ins promoter up cell count – recorded beside Ins promoter up, whose call it bears; cell count; measured here: cytotoxicity, nuclei count;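 total cells summed across four imaged fields per well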
Lipid droplet cells 6.5 µM – second read-out of Lipid droplet, no call of its own (marks repeat the call); cell count; measured here: cell count, cytotoxicity flag;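 cells counted across two imaged fields per well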
bCat nuc transl cell count 5 µM – further read-out of bCat nuc transl, marked with its call; cell count; measured here: cell count, cytotoxicity flag
T cell modulator vesicle-bound % – further read-out of T cell modulator, marked with its call; double positive events, %; measured here: CD8+ vesicle-bound cell fraction;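 binding gate set so that unloaded-vesicle control wells show 10% double positive cells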
MT stabilizer Hoechst-high % – further read-out of MT stabilizer, marked with its call; % Hoechst-high responders; measured here: nuclear condensation Hoechst responders;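 share of cells brighter than vehicle mean plus two SD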
MT stabilizer cytotoxicity % – second read-out of MT stabilizer, no call of its own (marks repeat the call); toxicity, %; measured here: cytotoxicity by cell density;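 0% = mean cell density of plate MIN control wells and 100% = no cells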
Myeloid diff MLP GFP+ MAC1+ % – recorded beside Myeloid diff MLP, whose call it bears; GFP+ MAC1+ double positive, %; measured here: differentiation confirmed by MAC1 staining
Active calls of the source: *; i = inactive; . = no result given; + = active, no number.

SMILES	Myeloid diff MLP	Myeloid diff MLP GFP+ MAC1+ %	Lipid droplet	Lipid droplet cells 6.5 µM	human PMI inhibition	Ins promoter up	Ins promoter up cell count	Dynein cargo inh	Dynein cargo inh cytoplasmic EGFP	Dynein cargo inh nuclear GR-EGFP	Dynein cargo inh cell count	MT stabilizer	MT stabilizer Hoechst-high %	MT stabilizer cytotoxicity %	bCat nuc transl	bCat nuc transl cell count 5 µM	T cell modulator	T cell modulator vesicle-bound %	TNAP activation fold
CC(=O)c1cc(CN2CCN(CC=C(C)C)C(CCO)C2)cs1 (stereo not drawn)	i	0.3	3	742	4%	-0.14	1507	-1.2	-0.24	-0.78	1.1	2.7	2.1	4.4	-1.4	1026	i	36	1.1
O=C(c1cccn(Cc2ccc(C(F)(F)F)cc2)c1=O)N1CCOCC1	i	1.3	10	673	-16%	-0.29	1278	0.94	-0.3	0.39	-0.79	1.1	2.3	5.1	-0.7	1068	i	39	1
COc1ccc2[nH]c(=O)c(CN(C)C(=O)C3CCCCC3)cc2c1	.	.	.	.	16%	1	967	-1.1	-0.2	-0.48	-0.069	2.7	1.7	1.8	-0.8	1225	i	10	1.1
CC(C)N1C(=O)S/C(=C/c2ccc(Sc3nc4ccccc4[nH]3)o2)C1=O	i	1.1	-32	648	26%	-0.26	1019	-0.88	-0.15	-0.37	0.089	2.0	2.6	1.9	-1.9	1106	i	44	1.3
O=Cc1[nH]c2ccccc2c1N(C(=O)CCl)c1ccc([N+](=O)[O-])cc1	i	0.6	7	724	.	0.38	1110	1.7	43	8.4	0.012	.	.	.	-1.3	1100	i	54	.
CCN1CCCC1CNC(=O)Cn1cnc2ccc(S(=O)(=O)N3CCC(C)CC3)cc2c1=O (stereo not drawn)	i	0.7	-4	673	10%	0.18	1761	-0.53	-0.025	-0.029	0.67	5.0	3.7	3.9	-0.1	1077	i	16	1.1
O=C1CC(Sc2ccc(Cl)cc2)C(=O)N1Cc1ccncc1 (stereo not drawn)	i	0.7	-31	756	.	-1	1030	-0.35	-0.24	0.24	0.039	.	.	.	0.8	1271	i	43	.
COC(=O)C1=C(N)OC2=C(C(=O)CC(C)(C)C2)C1c1ccoc1 (stereo not drawn)	i	1.5	.	.	2%	-0.46	1159	1.4	0.077	1.3	-2.4	4.5	3.4	8.1	-8.2	1006	i	37	1.2
C=CCN=C1S/C(=C\c2ccc(N(C)C)cc2)C(=O)N1CC=C	i	0.3	12	752	.	1.4	1136	0.39	-0.21	0.07	0.32	.	.	.	1.0	1306	i	27	.
N#CC(C#N)=Cc1ccc(NC(=O)c2ccc(Br)cc2)cc1	i	0.1	-3	640	.	0.03	987	0.018	0.031	0.85	-0.32	.	.	.	-0.2	1322	i	30	.
COc1ccc(/C=C/C(=O)NC(=S)NNC(=O)c2ccco2)cc1OC	i	0.4	-24	694	.	-1.1	955	-0.45	-0.019	0.3	0.066	.	.	.	-0.8	1284	i	22	.
CO/N=C\CC(=O)Nc1ccc(Cl)cc1Cl	+	3.6*	-5	587	-12%	.	.	-0.86	-0.22	-0.21	-0.057	10*	36*	36*	1.0	1330	i	31	0.9
Nc1c(C(=O)c2ccccc2)oc2ccc([N+](=O)[O-])cc12	i	0.1	35	683	.	-0.06	1023	-0.27	-0.092	0.3	-0.28	.	.	.	-0.9	1317	i	26	.
O=C(O)c1ccccc1N/N=C/c1c(Sc2nnnn2-c2ccccc2)nc2ccccn2c1=O	+	3.5*	-4	719	.	.	.	0.65	8.7	1.9	0.15	.	.	.	1.3	1090	i	48	.
N#C/C=C1\Sc2ccccc2C(=O)N1CC(=O)N1CCN(S(=O)(=O)c2ccccc2)CC1	i	2.3	.	.	-1%	-0.46	1244	1	-0.081	1.2	-1.8	4.1	3.7	1.9	-6.3	1047	i	55	1.1
COC(=O)c1cc(-c2ccc(OC)cc2)n[nH]1	i	0.3	-4	629	6%	0.05	1446	0.92	-0.32	0.68	0.2	2.8	3.0	4.5	0.1	1509	i	33	0.1
COc1ccc(CC(=O)OCC(=O)Nc2ccc3c(c2)OCO3)cc1OC	i	0.2	-1	719	11%	0.16	1223	2.4	0.18	3.1	-2.4	3.2	1.6	22	-4.0	1079	i	54	1.1
CCCCOC(=O)Nc1cc(C(=O)OC)ccc1C(=O)OC	i	4.5	-2	703	10%	1.4	1082	1.7	-0.28	1.5	-0.92	2.4	3.4	13	-0.2	1014	i	38	1
COc1cccc(N2CC(C(=O)Nc3c(C)cccc3C)CC2=O)c1 (stereo not drawn)	i	3.1	18	767	3%	.	.	0.23	0.93	0.37	0.27	2.2	2.4	3.4	-2.8	594	i	25	1.1
NC(=O)C1(C(N)=O)OC1c1ccccc1 (stereo not drawn)	i	0.6	14	724	.	0.43	1082	0.36	-0.25	0.19	0.16	.	.	.	-1.2	1428	i	43	.
CCC(C)[C@H](NC(=O)NCc1ccc(F)cc1)C(=O)O (stereo partly drawn)	i	0.8	3	672	.	0.22	1441	-0.39	-0.27	-0.59	1.2	.	.	.	-3.6	1077	i	33	.
Cc1cc(C(=O)NNC(=O)CCC2CCCCC2)c(C)o1	i	0.2	-3	651	-2%	-0.09	1622	0.4	-0.2	0.52	-1.2	3.4	1.3	8.4	1.1	1022	i	52	2.1
O=C1CCC(=O)N1c1ccc(NCCc2cccc(F)c2)c([N+](=O)[O-])c1	i	0.1	14	657	-19%	-0.55	1343	-1.4	2.9	-0.22	0.58	2.0	1.8	4.9	-0.1	1174	i	29	0.8
Nc1[nH]nc2ncc3cc4ccccc4nc3c12	i	0.2	10	666	28%	1.4	1387	0.88	-0.065	0.85	-0.96	8.4	4.1	3.2	1.1	1270	i	40	1.4
CN(C1=C(N2CCOCC2)C(=O)c2ccccc2C1=O)c1ccccc1	i	0.3	-17	492	-10%	-0.8	1405	-0.18	-0.24	-0.0081	0.96	16	5.5	43	-0.8	1077	i	22	0.8
Nc1cc(C(F)(F)F)ccc1N1CCOCC1	i	0.4	8	699	-3%	-0.55	1273	2	-0.18	1.2	-1.1	3.0	2.4	6.2	-0.7	1131	i	26	1
CCc1cc2c(=O)c(-c3nc4ccccc4n3C)c(C(C)C)oc2c(CN2CCN(C)CC2)c1O	i	0.8	-20	671	5%	-0.92	939	0.4	-0.22	0.77	0.57	2.3	1.9	1.7	-1.3	1158	i	29	1.1
COc1ccc(N2C(=O)C3C4C=CC(C4)C3C2=O)nn1 (stereo not drawn)	i	0.7	3	571	13%	0.12	1279	-1.4	-0.26	-0.52	0.25	1.5	1.7	11	-0.3	1037	i	20	1.1
CCCc1cc(C(=O)Nc2sc(C(C)=O)c(C)c2C(=O)OCC)no1	i	6.0	11	666	3%	-1.1	1776	0.54	-0.051	0.69	-1.2	8.2	1.6	4.7	-2.6	1065	i	41	1.1
O=C1c2cccc(Cl)c2C(=O)c2c1cccc2N1CCCC1	i	1.0	.	.	.	.	.	-0.27	-0.21	-0.44	-0.34	4.0	1.5	4.2	.	.	i	38	.
CNc1nc2c(C)cccn2c(=O)c1C=NCc1ccccc1	i	0.7	-4	759	8%	1.6	956	-0.65	-0.19	-0.098	0.64	1.5	1.0	6.3	-3.0	1000	i	23	1
Cc1nn(-c2ccccc2)c(NC(=O)c2cccs2)c(-c2ccccc2Cl)c1=O	i	0.3	-5	676	.	0.08	1033	1.8	-0.27	0.73	-0.61	.	.	.	0.3	1259	i	16	.
Clc1ccccc1CSc1nncn1-c1cccnc1	.	.	3	752	-4%	-0.21	1439	1.5	-0.31	0.26	-0.82	7.9	0.9	0.8	0.2	1503	i	8	1.1
CS(=O)(=O)c1ccc(C(=O)NCCN2C(=O)S/C(=C\c3cccnc3)C2=O)cc1[N+](=O)[O-]	i	0.6	-57	599	-30%	.	.	-0.97	-0.34	-0.55	0.8	2.0	1.2	0.9	2.7	1406	i	29	0.9
